Screening data deposited in PubChem by National Center for Advancing Translational Sciences (NCATS).
12-LOX inh: inhibitors of human 12S-lipoxygenase ALOX12; purified 12hLO, xylenol orange hydroperoxide absorbance; Potency, µM (top dose mostly 108 µM), inactives show top-dose activity change, negative = inhibition, actives largely listed as inhibitors; hit rate 1.1% among 580,000; AID 1671190; note: % is set by controls: 0 for no effect and ±100 for the full control effect
Target sequence (P18054 whole entry, looked up): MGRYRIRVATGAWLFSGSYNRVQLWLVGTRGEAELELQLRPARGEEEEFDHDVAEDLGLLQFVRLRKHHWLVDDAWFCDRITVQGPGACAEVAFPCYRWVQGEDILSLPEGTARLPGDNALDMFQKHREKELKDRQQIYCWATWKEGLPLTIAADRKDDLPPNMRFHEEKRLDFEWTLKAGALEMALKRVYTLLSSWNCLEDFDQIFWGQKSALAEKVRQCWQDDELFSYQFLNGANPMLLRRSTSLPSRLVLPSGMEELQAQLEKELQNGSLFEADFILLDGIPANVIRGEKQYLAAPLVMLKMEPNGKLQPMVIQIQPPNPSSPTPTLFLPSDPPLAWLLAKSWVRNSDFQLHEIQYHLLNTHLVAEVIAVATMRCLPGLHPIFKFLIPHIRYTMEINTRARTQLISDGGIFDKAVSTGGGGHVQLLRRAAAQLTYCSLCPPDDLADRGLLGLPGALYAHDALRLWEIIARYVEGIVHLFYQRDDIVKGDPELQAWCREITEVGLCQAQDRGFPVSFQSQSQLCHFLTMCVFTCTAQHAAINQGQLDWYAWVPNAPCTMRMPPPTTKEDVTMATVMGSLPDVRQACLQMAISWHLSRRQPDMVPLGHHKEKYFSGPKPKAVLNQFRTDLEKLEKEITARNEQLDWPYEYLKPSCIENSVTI
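Purified human 12hLO (150 nM final) in 25 mM Hepes, 0.01% Triton X-100, pH 7.0 was preincubated 15 min at room temperature with compound. Then 40 uM arachidonic acid was added, 30 min. Hydroperoxide was read by Fe-XO absorbance ratio 573/405 nm.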
RGS4 inh: inhibitors of human regulator of G protein signaling 4 | AID 504845 | P49798 | Transcreener GDP fluorescence polarization, RGS4-accelerated GTP hydrolysis | Potency, µM (series often up to 114 µM), inactives show top-dose activity change, negative = inhibition, most hits filed as inhibitors | hit rate 0.039% among 390,000; note: % is set by controls: 0 for no effect and ±100 for the full control effect; nearly all actives have a fitted effect of over 75% in size; some results filed as inactive show a strong effect at the top dose
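MLSMR compounds (23 nl, pin-transferred) preincubated 10 min at room temperature with a 500nM (2x) first reagent, then RGS4 at 900nM (2x) plus Transcreener GDP mix added; fluorescence polarization (620/688 nm) read before and after 90 min at 30 °C.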
TrxR1 substrate: substrates of rat thioredoxin reductase 1; O89049; purified TrxR1 substrate turnover, NADPH consumption readout; Potency, µM (top dose mostly 114 µM), for the others: top-dose activity change, negative = substrate turnover; hit rate 0.01% among 390,000; AID 588456; note: % is set by controls: 0 for no effect and ±100 for the full control effect; nearly all actives have a fitted effect of over 50% in size
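Rat TrxR1, dispensed at 90 nM, was prereduced with 400 uM NADPH (final) for 5 min at ~22 deg C, then incubated with compound 15 min before 400 uM selenite. A first-read NADPH fluorescence drop versus no-compound background flagged substrates.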
Vif-APOBEC3G blk: Vif-A3G binding inhibition; Q9HC16; HeLa A3G-eYFP + Vif (tagged APOBEC3G with the HIV-1 protein that degrades it), YFP fluorescence, overnight; Potency, µM (highest dose often 46.1 µM), inactives show at the top dose activity, negative = active, most hits filed as inhibitors; hit rate 0.076% among 410,000; AID 602310;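 note: % is set by controls: 0 for no effect and ±100 for the full control effect; nearly all actives have a fitted effect of over 60% in size; hits raise eYFP signal because A3G escapes Vif-driven loss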
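HeLa cells stably expressing Vif and C-terminally eYFP-tagged A3G, seeded overnight at 37 deg C, then exposed to compound by pintool overnight at 37 deg C. Rise in yellow fluorescence (Ex 488/Em 500-530, Acumen) marks blocked Vif-driven A3G degradation.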
RXFP1 agonist: activates the human relaxin receptor RXFP1; HEK293T-RXFP1 cAMP TR-FRET, 30 min; response scale: percent of porcine relaxin response, buffer zero; hit rate 0.3% among 370,000; Potency, µM (series often up to 57.5 µM), without a hit: top-dose activation, most hits filed as activators; Q9HBX9; AID 2676; note: % is set by controls: 0 for no effect and ±100 for the full control effect; nearly all actives have a fitted effect of over 60% in size; many of its hits are not listed in these tables
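HEK293 cells stably expressing RXFP1, treated 30 min at 37C with compounds plus PDE4 inhibitor Ro 20174; cAMP measured by HTRF TR-FRET. Normalized to buffer and 29 nM porcine relaxin; EC50 by Hill fit.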
mIDH1 inhibitor: human IDH1 R132H inhibition; O75874; IDH1-R132H enzyme, NADPH consumption, diaphorase/resazurin fluorescence; Potency, µM (series often up to 76.6 µM), inactives show top-dose activity change, negative = inhibition, usual class: inhibitors; hit rate 0.093% among 390,000; note: % is set by controls: 0 for no effect and ±100 for the full control effect; nearly all actives have a fitted effect of over 65% in size
Target sequence (O75874 whole entry R132H, stated change not applied): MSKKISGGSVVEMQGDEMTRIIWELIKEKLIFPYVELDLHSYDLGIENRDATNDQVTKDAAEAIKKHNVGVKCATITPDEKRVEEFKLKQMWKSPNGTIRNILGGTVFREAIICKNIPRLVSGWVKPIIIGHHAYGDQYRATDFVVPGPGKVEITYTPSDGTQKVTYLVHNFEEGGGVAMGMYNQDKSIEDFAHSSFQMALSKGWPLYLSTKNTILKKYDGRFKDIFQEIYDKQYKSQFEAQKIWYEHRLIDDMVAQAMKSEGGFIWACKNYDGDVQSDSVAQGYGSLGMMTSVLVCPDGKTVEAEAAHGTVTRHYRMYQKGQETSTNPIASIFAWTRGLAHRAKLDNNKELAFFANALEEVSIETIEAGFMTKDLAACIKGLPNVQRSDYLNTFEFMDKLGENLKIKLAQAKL
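IDH1-R132H (0.5 ug/mL dispensed) in pH 7.5 Tris buffer was preincubated 30 min with compound, then given a substrate mix of 0.016 mM NADPH and 2 mM alpha-KG for 80 min at room temperature; remaining NADPH was read by diaphorase/resazurin fluorescence.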
rTrxR1 inhibitor: rat TrxR1 inhibition. recombinant rTrxR1, NADPH fluorescence consumption, selenite substrate. O89049. Potency, µM (series often up to 114 µM), for inactives: top-dose activity change, negative = inhibition, hits mostly inhibitors. hit rate 1% among 390,000; note: % is set by controls: 0 for no effect and ±100 for the full control effect; nearly all actives have a fitted effect of over 65% in size
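Rat TrxR1 (90 nM in the dispensed reagent) was pre-reduced with 400 uM NADPH for 5 min at room temperature, then incubated with compound for 15 min. After 400 uM selenite was added, NADPH fluorescence (Ex 340/Em 450 nm) was followed for 8 min.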
USP1 inh: inhibitors of human USP1/UAF1 deubiquitinase | O94782 | recombinant USP1/UAF1, Ub-Rhodamine cleavage fluorescence | Potency, µM (top dose mostly 57.1 µM), for inactives: top-dose activity change, negative = inhibition, hits mostly inhibitors | hit rate 0.23% among 390,000; note: % is set by controls: 0 for no effect and ±100 for the full control effect; nearly all actives have a fitted effect of over 60% in size; inactives centre near -12
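USP1/UAF1 complex at 1 nM was preincubated with compound for 15 min at room temperature, then Ub-Rho substrate (150nM final) was added. Fluorescence (480/540 nm) was read kinetically, 6 reads every 60 seconds.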
Vif-A3F inh: Vif-A3F binding inhibition; hit rate 0.2% among 390,000; Potency, µM (top dose mostly 46.1 µM), for inactives: at the highest dose activity, negative = active; AID 602313; HeLa A3F-eYFP + Vif (tagged APOBEC3F with the HIV-1 protein that degrades it), YFP fluorescence increase; note: % of control where 0% means no effect; nearly all actives have a fitted effect of over 65% in size
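Fluorescence increase (Ex 488/Em 500-530) after overnight compound treatment at 37 deg C flags inhibition of Vif-driven A3F-eYFP loss in stable HeLa A3F-eYFP/Vif cells seeded overnight beforehand.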
An asterisk follows results filed as active; ? = inconclusive; / = no result given; & = joins results of further samples; [ ] = another dose, or the depositor's remark. Calls come from the whole dose curve; as a rule, active = well fitted curve in the direction sought with a large enough effect; inconclusive = small, poorly fitted or top-dose-only effect, or another doubt; inactive = no such curve, though single readings can be large; an effect the other way counts as inactive or inconclusive. Potency is the fitted concentration of half-maximal effect. The list is partial (hit frequency here may not be typical).

SMILES	12-LOX inh	RGS4 inh	TrxR1 substrate	Vif-APOBEC3G blk	RXFP1 agonist	mIDH1 inhibitor	rTrxR1 inhibitor	USP1 inh	Vif-A3F inh
Cc1ccc(-n2ncc(C(=O)Nc3ccc4c(c3)OCCO4)c2C2CCN(C(=O)OC(C)(C)C)CC2)cc1	-22.8%	28.9%	-15.3%	2.3%	-3.2%	4.4%	7.0%	-31.1%	8.5%
COC(CNC(=O)C1CC(=O)N(CCc2ccccc2)C1)OC (stereo not drawn)	24.1%	-5.3%	-2.4%	-0.3%	0.4%	4.2%	-3.2%	-9.0%	-23.0%
COc1ccccc1C(=O)NCCc1nc2ccccc2[nH]1	-2.2%	-21.6%	-1.1%	-4.2%	1.1%	11.1%	-1.4%	-10.1%	-9.1%
Cc1cc(C)cc(Nc2cc(=O)n(C3CCCCC3)c(=O)[nH]2)c1	-2.0%	18.1%	-3.0%[2.29 µM]	-7.1%	0.0%	-3.5%	-6.9%	-2.8%	/
O=C(Oc1ccccc1)c1ccc2nsnc2c1	-13.4%	2.2%	-3.9%	-0.1%	0.3%	-2.9%	7.6%[57.1 µM]	-3.6%	-8.3%
COc1ccccc1/C=C/C=N/NC(=O)Cc1cccn1C	10.4%	-40.6%	-12.3%	-15.7%	0.8%	4.8%	?	-20.2%	-28.2%
CCCCCCC(=O)N(O)C1CC(=O)N(c2ccc(Cl)cc2)C1=O (stereo not drawn)	1.26µM*	?	8.9%[57.1 µM]	-5.1%	0.2%	2.5%	11.2µM*	-9.8%	-29.3%
CCOC(=O)C1CCN(S(=O)(=O)c2cc(-c3onc(C)c3C)ccc2C)CC1	-9.4%	-22.0%	-8.2%[57.1 µM]	-6.9%	-0.3%	-6.3%	-10.8%[57.1 µM]	14.2%	-3.0%
CCCc1cc(=O)n2nc(N3CCC(C(=O)Nc4cccc(C(C)=O)c4)CC3)sc2n1	-0.5%	1.4%	-8.4%	2.9%	2.8%	-12.3%	-3.9%	-3.0%	3.6%
Cc1ccc2c(N)c(C(=O)N(c3ccccc3)c3ccccc3)sc2n1	-10.7%	2.0%	3.5%	2.2%	1.5%	-5.1%	-12.3%	-20.9%	-11.3%
OCCN1CCN(c2ncnc3ccc(Br)cc23)CC1	0.0%	-0.3%	1.0%	3.5%	8.3%	15.0%	7.4%	-21.5%	2.5%
COc1cc(/C=C/C(=O)NNC(=O)c2cccc(S(=O)(=O)N(C)C)c2)cc(OC)c1OC	4.7%	-12.0%	0.6%	-0.3%	0.6%	1.9%	-16.7%	-12.1%	6.0%
Cc1ccc(NC(=O)C(C)Sc2n[nH]c(CNc3ccccc3)n2)cc1 (stereo not drawn)	0.5%	-1.7%	7.8%	-9.7%	-0.6%	0.8%	31.2%	-10.7%	1.2%
N#Cc1c2n(c3c(=O)n(Cc4ccccc4Cl)cnc13)CCCCC2	22.3%	-30.4%	-8.0%[57.1 µM]	-5.0%	2.6%	1.1%	-2.1%	-16.7%	-7.2%
Cc1csc(SCC(=O)NC2CCCCC2)n1	-11.5%	-41.1%	10.9%[57.1 µM]	0.0%	0.5%	-0.8%	10.5%[57.1 µM]	-18.4%	2.0%
COc1ccc(NS(=O)(=O)c2ccc(O)c(C(=O)OCC(=O)NC(C)C3CC4CCC3C4)c2)cc1 (stereo not drawn)	-12.3%	2.7%	3.0%[57.1 µM]	-8.8%	-0.7%	0.0%	4.7%[57.1 µM]	2.3%	-11.5%
CCCCC(=O)NC(=S)NNC(=O)c1ccc(Cl)cc1Cl	-25.5%	-45.6%	9.7%[57.1 µM]	-0.1%	-0.4%	1.8%	-10.6%[57.1 µM]	-19.3%	8.9%
O=S(=O)(c1ccc(Cl)cc1)N1CCC2(CC1)CO2	-28.7%	?	-13.7%[57.1 µM]	-0.7%	-0.4%	4.4%	24.2%[57.1 µM]	-12.2%	1.5%
CCOC(=O)N=Nc1c(O)n(CC(=O)OC)c2ccccc12	-2.7%	28.5%	-10.7%	1.0%	-1.4%	9.7%	-0.1%[57.1 µM]	5.6%	2.3%
CCN(C(=O)COc1ccc(C)cc1OC)c1cccc2ccccc12	-3.1%	2.1%	5.7%[11.4 µM]	0.4%	/	2.2%	10.5%[11.4 µM]	-19.3%	12.6%
CC1CN(C(=O)COC(=O)CSc2ccc(C(N)=O)cc2[N+](=O)[O-])CC(C)O1 (stereo not drawn)	-12.8%	3.8%	-3.7%	-1.1%	0.8%	-11.6%	-8.0%	-2.0%	2.5%
CC(C)Cn1c(N)c(C(=O)COC(=O)c2ccc3ccccc3n2)c(=O)n(C)c1=O	0.0%	5.4%[11.4 µM]	-7.5%	2.0%	-0.4%	3.3%	17.4%[57.1 µM]	-8.9%	10.6%
O=C(NCc1ccc(Cl)cc1)c1cnc(N2CCOCC2)c2ccccc12	-18.7%	-10.6%	4.6%[57.1 µM]	0.4%	3.4%	10.4%	21.9%[57.1 µM]	-8.5%	3.1%
CCOC(=O)C(NCCc1ccccc1F)(NC(=O)CC)C(F)(F)F (stereo not drawn)	16.9%	28.4%	-3.3%	1.4%	-1.8%	0.1%	-8.0%	-3.0%	-0.5%
CC1=C(C(=O)NCCc2ccc(Cl)cc2)C2(CCCCC2)OC1=O	-23.7%	-13.5%	1.9%	3.7%	0.9%	-5.1%	6.6%	4.2%	-4.7%
Other structures follow:
SMILES	12-LOX inh	RGS4 inh	TrxR1 substrate	Vif-APOBEC3G blk	RXFP1 agonist	mIDH1 inhibitor	rTrxR1 inhibitor	USP1 inh	Vif-A3F inh
CC(C)CC(=O)N=C1SC2CS(=O)(=O)CC2N1CCc1ccccc1 (stereo not drawn)	-14.4%	5.1%	2.6%	0.1%	1.4%	1.3%	10.2%	-5.2%	-3.5%
CCN1C(=O)[C@H]2[C@@H](c3ccc(C)cc3)N3C(=O)N(c4ccc(C)cc4)C(=O)[C@@]3(Cc3ccccc3)[C@H]2C1=O	?	3.3%	-7.7%[57.1 µM]	-8.6%	-0.3%	14.8%	11.8%	-26.9%	2.1%
Cc1ccccc1NC(=O)NCC1CCCO1 (stereo not drawn)	458.8%[activator]	-0.5%	-5.0%	-1.1%	1.8%	1.9%	-0.8%	-11.9%	/
CCc1ccccc1NC(=O)C1CCN(C(=O)c2ccc([N+](=O)[O-])cc2)CC1	10.8%	19.0%	-10.8%	-6.6%	-1.1%	-0.8%	-15.4%	-3.5%	-1.2%
c1cnc2ccc(C(c3nnnn3C3CCCCC3)N3CCCCC3)cc2c1 (stereo not drawn)	0.0%[57.4 µM]	4.2%	-11.4%	-1.4%	4.1%	-0.7%	-0.9%[57.1 µM]	-4.2%	8.0%
CCOc1cc(/C=N/Nc2nc(C)cc(=O)[nH]2)ccc1O	0.0%	24.7%	-9.9%	-0.1%	0.1%	-0.3%	-0.1%	-26.2%	1.8%
CCOC(=O)c1c(S(=O)(=O)NCC(=O)NCc2ccc(C)cc2)c(C)n(C)c1C	4.3%&-12.0%	1.2%&-21.9%	-0.1%	-0.7%&-1.4%	0.7%&-1.3%	4.7%&-3.0%	6.8%	-2.1%&20.8%	-5.8%&-8.9%
CC1CCCC(NC(=O)COC(=O)CCSc2ccccc2)C1C (stereo not drawn)	-1.1%	-14.7%	-10.1%[57.1 µM]	4.3%	-3.6%	12.2%	21.6%[57.1 µM]	-8.7%	-10.7%
O=C(OCCCN1CCCCC1)c1ccc(O)cc1	12.5%	17.9%	7.9%[57.1 µM]	-3.7%	-1.9%	-0.1%	6.9%[57.1 µM]	-16.0%	-0.8%
CS(=O)(=O)c1ccc(C(=O)OC2CCOC2=O)cc1[N+](=O)[O-] (stereo not drawn)	0.0%	-9.6%	10.8%	-11.4%	0.0%	16.0%	?	-19.1%	9.4%
O=C1OCCN1c1c(-c2ccccc2)c(-c2cccs2)nc2c(-c3ccccc3)cccc12	/	-4.8%	36.5%[activator]	-0.7%	1.3%	-2.2%	39.8%[activator]	-29.1%	-5.5%
CCC1SC(CC)C(=O)N(CC(=O)NCc2ccc(F)cc2)C1=O (stereo not drawn)	6.0%	-28.3%	5.8%	4.5%	-3.3%	-1.9%	12.3%	-17.5%	2.1%
COC(=O)c1cc2ccsc2n1Cc1nc(-c2ccc(OC)cc2)oc1C	5.1%[57.4 µM]	-16.4%	9.6%[57.1 µM]	-8.1%	0.3%	1.5%	11.9%[57.1 µM]	-14.9%	8.4%
CCc1ccc(CN(C)CC(=O)Nc2sccc2C#N)cc1	-6.8%	-6.5%	-9.6%	-0.9%	0.0%	6.5%	?	-20.0%	0.2%
CCn1cc2nc(SCC(=O)Nc3ccc(C)cc3C)n(Cc3ccc(C)cc3)c(=O)c2n1	?	?	-10.8%[57.1 µM]	?	5.6%	6.6%	-7.1%[57.1 µM]	?	-23.2%
Cc1ccc2oc(=O)c3cc(C(=O)N(Cc4ccccc4)C(C)C)sc3c2c1	-14.7%	19.7%	4.9%	-4.4%	0.9%	-4.6%	38.4%	?	5.3%

rTrxR1 inhibitor: hit marks shown above.
mol	12-LOX inh	RGS4 inh	TrxR1 substrate	mIDH1 inhibitor	rTrxR1 inhibitor	USP1 inh
CCCCCCC(=O)N(O)C1CC(=O)N(c2ccc(Cl)cc2)C1=O (stereo not drawn)	1.26µM*	?	8.9%[57.1 µM]	2.5%	11.2µM*	-9.8%
